Screening results deposited in PubChem BioAssay by Broad Institute.
S100A4 inh HTS: blocks human S100A4 binding to myosin IIA peptide; P26447; S100A4/TAMRA-MyoIIA peptide fluorescence polarization; inhibition, % at 10.7 µM; hit rate 0.14% among 360,000; AID 652163;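 active = mean inhibition of at least 70% across replicates, with every replicate also reaching that level; inconclusive = mean inhibition reaches 70% but some replicates fall short; inactive = mean inhibition below 70%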
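Material: S100A4 monomer protein / Buffer or medium: 50 mM HEPES pH 7.2, 10 mM CaCl2, 100 mM KCl / Times: 5 min incubation before reading / Benchmarks: neutral control DMSO, positive control TFP / Reagent: labelled myosin peptide probe, 5 nM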
E-sel inducer: induces E-selectin expression in human endothelial cells; P16581; HUVEC E-selectin immunofluorescence imaging; normalized: neutral wells 0, TNF-alpha wells 100; activation, % at 7.58 µM; hit rate 0.37% among 260,000;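 active = mean E-selectin-positive cell signal at least 10% of the positive control, reached in at least 60% of replicates, without over 20% cell loss; inconclusive = no rule given, readout overlaps actives, possibly toxicity-flagged; inactive = the rest, including those meeting only one limit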;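 note: in these data hits start at about 27%; measured in HUVEC primary endothelial cells; signal is the percent of cells scored E-selectin positive by PE staining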
Target sequence (P16581 whole entry, looked up): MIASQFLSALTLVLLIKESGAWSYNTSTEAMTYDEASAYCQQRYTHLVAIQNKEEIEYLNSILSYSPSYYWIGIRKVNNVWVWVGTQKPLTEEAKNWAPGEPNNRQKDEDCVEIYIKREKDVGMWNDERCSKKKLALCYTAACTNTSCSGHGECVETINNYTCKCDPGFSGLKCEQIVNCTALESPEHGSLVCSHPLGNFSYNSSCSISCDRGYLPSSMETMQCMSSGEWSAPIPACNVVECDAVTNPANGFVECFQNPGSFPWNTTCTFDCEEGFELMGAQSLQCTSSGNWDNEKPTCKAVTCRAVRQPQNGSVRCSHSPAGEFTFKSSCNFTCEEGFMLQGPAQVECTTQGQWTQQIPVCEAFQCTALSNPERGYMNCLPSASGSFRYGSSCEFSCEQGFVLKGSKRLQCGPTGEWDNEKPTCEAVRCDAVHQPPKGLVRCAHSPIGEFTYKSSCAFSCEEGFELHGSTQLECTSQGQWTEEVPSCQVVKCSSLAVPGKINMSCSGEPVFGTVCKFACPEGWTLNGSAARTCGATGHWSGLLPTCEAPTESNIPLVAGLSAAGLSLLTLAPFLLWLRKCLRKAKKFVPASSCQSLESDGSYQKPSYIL
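System: HUVEC / Compound: single concentration / Signal: immunofluorescence imaging / Read-out: percent E-selectin-positive cells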
SIRT5 block: inhibitors of human sirtuin-5 desuccinylase; Purified SirT5, succinyl-peptide AMC, trypsin-coupled fluorescence; inhibition, % at 15 µM; AID 652115; Q9NXA8; hit rate 1.1% among 330,000; in the data active = inhibition above about 15%; inconclusive = no clear call, values can overlap the other calls
C2C12 statin: suppressors of simvastatin-induced myotoxicity in C2C12 myotubes | ATP luminescence, 48 h; scaled: DMSO 0, geranylgeraniol control 100 | rescue of ATP level, % at 7.49 µM | hit rate 0.78% among 330,000 | AID 602340;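 active = mean ATP rescue above about 67%, or every replicate alone reaching that limit, limit read from the data, passing the limit was not always enough; inconclusive = no clear call, values can overlap the other calls; inactive = mean under the limit and some replicate under it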;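 note: myotubes were challenged with 10 µM simvastatin during compound exposure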
ERp5 block: ERp5 (human) disulfide isomerase inhibition. inhibition, % at 9.99 µM. ERp5 insulin aggregation, absorbance 650 nm, 90 min. hit rate 0.05% among 350,000;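 active = mean replicate inhibition above about 25%, with every replicate also reaching it, limit read from the data, passing the limit was not always enough; inconclusive = only one of those two criteria met; inactive = neither criterion met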
Target sequence (Q15084 whole entry, looked up): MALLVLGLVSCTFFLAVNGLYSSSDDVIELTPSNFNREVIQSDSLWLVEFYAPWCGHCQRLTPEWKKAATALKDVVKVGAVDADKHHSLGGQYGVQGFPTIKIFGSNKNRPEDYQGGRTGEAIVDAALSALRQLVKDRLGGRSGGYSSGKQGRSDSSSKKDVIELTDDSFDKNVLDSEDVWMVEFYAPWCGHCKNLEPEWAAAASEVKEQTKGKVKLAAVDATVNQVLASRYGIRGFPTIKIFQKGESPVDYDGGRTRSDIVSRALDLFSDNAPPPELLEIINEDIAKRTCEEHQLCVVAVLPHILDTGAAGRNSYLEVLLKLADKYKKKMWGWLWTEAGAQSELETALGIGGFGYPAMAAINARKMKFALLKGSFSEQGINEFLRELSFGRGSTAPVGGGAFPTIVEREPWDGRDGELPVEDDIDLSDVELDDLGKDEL
PglD DTNB: inhibitors of Campylobacter jejuni PglD acetyltransferase; purified PglD enzyme, DTNB colorimetric CoA detection; inhibition, % at 12.5 µM; hit rate 0.098% among 360,000; AID 602405; in the data active = inhibition above about 16%, passing the limit was not always enough; inconclusive = no clear call, values can overlap the other calls; note: strong numbers were not always called active
DENV2 CPE rescue: inhibitors of DENV2 cytopathic effect; DENV2-infected cells, cytopathic effect rescue, plate reader; CPE inhibition, % at 9.99 µM; hit rate 1.7% among 350,000; AID 651640; in the data active = CPE inhibition above about 20%, passing the limit was not always enough; inconclusive = no clear call, values can overlap the other calls; tested in BHK-21 cells;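 note: 0% = median of neutral control wells and 100% = median of positive control wells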
Starred values were filed as active, the others as inactive. A portion of the library. The share of hits here may be higher or lower than overall.

For COc1ccccc1C#Cc1ccc2c(c1)[C@H]1[C@H](CCN1C(=O)c1cccc(F)c1)[C@H](CO)N2 the results were S100A4 inh HTS 15, E-sel inducer -0.4, SIRT5 block -29, C2C12 statin 8, ERp5 block -5, PglD DTNB 3 and DENV2 CPE rescue -19.
`CCOc1ccccc1-n1c(=S)sc2c(=O)n(-c3ccc(C)cc3)c(=S)[nH]c21` gave S100A4 inh HTS -1, E-sel inducer 0.7, SIRT5 block -3, ERp5 block -8 and DENV2 CPE rescue 1.
CCNc1ncnc2[nH]ncc12 was read as S100A4 inh HTS -3, E-sel inducer 0.0, C2C12 statin 0, ERp5 block 12, PglD DTNB 2 and DENV2 CPE rescue -2.
Cc1ccccc1-c1ccc([C@H]2[C@@H](CO)N3CCCCN(S(=O)(=O)Cc4ccccc4)C[C@H]23)cc1 was read as S100A4 inh HTS 0, E-sel inducer 0.3, SIRT5 block 8, C2C12 statin -17, ERp5 block 4, PglD DTNB -5 and DENV2 CPE rescue -22.
Screening O=[N+]([O-])c1cccc(-c2ccc(/C=N/NC(=S)NCc3ccco3)o2)c1 returned S100A4 inh HTS 5, E-sel inducer 0.3, SIRT5 block 2, ERp5 block 6 and DENV2 CPE rescue 1.
Screening COc1ccc(OC)c(C(C(=O)NC2CCCCC2)N(Cc2ccco2)C(=O)c2ccccn2)c1 (centres undefined) returned S100A4 inh HTS -1, E-sel inducer -0.3, SIRT5 block 1, C2C12 statin -10, ERp5 block 0, PglD DTNB -3 and DENV2 CPE rescue 3.
For CCn1cc(C(=O)O)c(=O)c2cc(F)c(N3CCN(C(=S)NC(=O)c4ccccc4Cl)CC3)cc21 the results were S100A4 inh HTS 4, E-sel inducer 0.0, SIRT5 block -1, ERp5 block 0, PglD DTNB -4 and DENV2 CPE rescue inconclusive.
Screening COCc1cccc(-c2csc(C(C)(NC(C)=O)c3ccc(OC)cc3)n2)c1 (centres undefined) returned S100A4 inh HTS -2, E-sel inducer 0.2, SIRT5 block -2, C2C12 statin 3, ERp5 block -1, PglD DTNB -2 and DENV2 CPE rescue -5.
O=C(NCCCN1CCOCC1)c1ccc2c(c1)N(Cc1ccccc1F)C(=O)c1ccccc1S2=O (centres undefined) was read as S100A4 inh HTS 0, SIRT5 block -2, C2C12 statin -8, ERp5 block -5, PglD DTNB 5 and DENV2 CPE rescue -3.
For Cc1ccc(CSCC(=O)N2CCCC2)cc1 the results were S100A4 inh HTS -9, E-sel inducer -0.2, SIRT5 block -2, ERp5 block 0, PglD DTNB -5 and DENV2 CPE rescue 13.
For C1C2CC3C1C3C2=NN=C1C2CC3C(C2)C13 the results were S100A4 inh HTS -3, E-sel inducer -0.1, C2C12 statin 13, ERp5 block 3, PglD DTNB 1 and DENV2 CPE rescue -8.
For O=C(NC(=S)NC1CCSC1=O)c1cccc([N+](=O)[O-])c1 (centres undefined) the results were S100A4 inh HTS 0, E-sel inducer 0.0, SIRT5 block 2, ERp5 block 4, PglD DTNB -3 and DENV2 CPE rescue -7.

Pulled one by one from the entries so far, 4 records:
Screening COc1ccc(OC)c(C(C(=O)NC2CCCCC2)N(Cc2ccco2)C(=O)c2ccccn2)c1 (centres undefined) returned S100A4 inh HTS -1, E-sel inducer -0.3, SIRT5 block 1, C2C12 statin -10, ERp5 block 0, PglD DTNB -3 and DENV2 CPE rescue 3.
Cc1ccccc1-c1ccc([C@H]2[C@@H](CO)N3CCCCN(S(=O)(=O)Cc4ccccc4)C[C@H]23)cc1 was read as S100A4 inh HTS 0, E-sel inducer 0.3, SIRT5 block 8, C2C12 statin -17, ERp5 block 4, PglD DTNB -5 and DENV2 CPE rescue -22.
For COc1ccccc1C#Cc1ccc2c(c1)[C@H]1[C@H](CCN1C(=O)c1cccc(F)c1)[C@H](CO)N2 the results were S100A4 inh HTS 15, E-sel inducer -0.4, SIRT5 block -29, C2C12 statin 8, ERp5 block -5, PglD DTNB 3 and DENV2 CPE rescue -19.
For C1C2CC3C1C3C2=NN=C1C2CC3C(C2)C13 the results were S100A4 inh HTS -3, E-sel inducer -0.1, C2C12 statin 13, ERp5 block 3, PglD DTNB 1 and DENV2 CPE rescue -8.

Going on with the list.
Nc1cc([N+](=O)[O-])ccc1O was read as S100A4 inh HTS 7, E-sel inducer -0.2, SIRT5 block 5, ERp5 block 7 and DENV2 CPE rescue 8.
`CC(=O)N1CCc2cc(S(=O)(=O)CCC(=O)NCc3ccc(C)o3)ccc21` gave S100A4 inh HTS -6, SIRT5 block -1, C2C12 statin -4, ERp5 block 3, PglD DTNB -6 and DENV2 CPE rescue -4.
`COc1cc(NC(=O)c2ccc(N3CCCC3=O)cc2)cc(OC)c1` gave S100A4 inh HTS 3, E-sel inducer -0.1, C2C12 statin -3, ERp5 block 0, PglD DTNB -3 and DENV2 CPE rescue 14.
CN(c1ccccc1)c1nc2ccsc2c(=O)s1 was read as S100A4 inh HTS -1, E-sel inducer -1.0, SIRT5 block -1, C2C12 statin 7, ERp5 block 1 and PglD DTNB -7.
Screening Cc1ccc(C(=O)Nc2ccc3c(c2)OCCO3)cc1 returned S100A4 inh HTS -1, SIRT5 block 1, C2C12 statin -15, ERp5 block 3, PglD DTNB 5 and DENV2 CPE rescue -3.
`COc1cc(-c2coc3c(C(=O)NCc4ccc(C(F)(F)F)cc4)cccc23)ccc1O` gave S100A4 inh HTS 2, E-sel inducer 1.5, SIRT5 block -2, C2C12 statin 8, ERp5 block 11, PglD DTNB 4 and DENV2 CPE rescue 1.
For CC1(C)CC(=O)c2cnc(N3CCc4ccccc4C3)nc2C1 the results were S100A4 inh HTS 3, SIRT5 block 0, C2C12 statin -2, ERp5 block 2, PglD DTNB 0 and DENV2 CPE rescue 5.
`O=C(c1ccccc1)N1CC[C@@H]2[C@@H](CO)Nc3ccc(C#Cc4ccccc4F)cc3[C@@H]21` gave S100A4 inh HTS 6, E-sel inducer 0.5, SIRT5 block 14, C2C12 statin 10, ERp5 block 1, PglD DTNB 0 and DENV2 CPE rescue 7.
CC(C)NC(=O)N1Cc2cc(C(=O)NC3CCC3)nc(-c3cccc(-c4cccnc4)c3)c2[C@@H]1CCO was read as S100A4 inh HTS -9, E-sel inducer 0.1, SIRT5 block 2, ERp5 block -3 and DENV2 CPE rescue 30*.
Screening CC(C)(C)S(=O)N1Cc2cc(C(=O)O)nc(-c3cccc(-c4cc5ccccc5o4)c3)c2[C@H]1CCO (some centres undefined) returned S100A4 inh HTS -18, E-sel inducer -1.5, SIRT5 block 0, C2C12 statin -1, ERp5 block -4, PglD DTNB 3 and DENV2 CPE rescue -3.
For Cc1[nH]c2ccccc2c1CC(=O)Nc1ccc(Nc2cccnc2)c(-c2ccc(-c3ccccc3)cc2F)c1 the results were S100A4 inh HTS -7, E-sel inducer 0.1, ERp5 block 4 and DENV2 CPE rescue -6.
CCOC(CNC(=O)c1ccc(CNC(=O)c2ccc(OC)c(OC)c2)cc1)OCC was read as S100A4 inh HTS 2, SIRT5 block 1, ERp5 block 6 and DENV2 CPE rescue 14.
For COc1cccc(-c2cnc3c(c2)C(=O)N([C@H](C)CO)C[C@@H](C)[C@H](CN(C)Cc2ccncc2)O3)c1 the results were S100A4 inh HTS -6, E-sel inducer -1.2, SIRT5 block -4, C2C12 statin 19, ERp5 block -8, PglD DTNB -3 and DENV2 CPE rescue 6.
Screening Cc1ccc(S(=O)(=O)N[C@H]2CC[C@@H](CCn3cc(C4CC4)nn3)O[C@@H]2CO)cc1 returned S100A4 inh HTS 26, E-sel inducer -0.5, SIRT5 block -3, C2C12 statin 3, ERp5 block 5, PglD DTNB 8 and DENV2 CPE rescue 1.
For CCc1cc(=O)oc2cc(OCC(=O)NC3CC(C)(C)NC(C)(C)C3)ccc12 the results were S100A4 inh HTS 2, SIRT5 block -2, C2C12 statin 13, ERp5 block 0, PglD DTNB -4 and DENV2 CPE rescue 36*.
Screening C[C@@H]1CN([C@@H](C)CO)C(=O)c2cc(-c3ccc(F)cc3)cnc2O[C@@H]1CN(C)S(C)(=O)=O returned S100A4 inh HTS -20, E-sel inducer -0.2, SIRT5 block -2, C2C12 statin 9, ERp5 block 0, PglD DTNB 3 and DENV2 CPE rescue -8.
Screening C[C@@H]1[C@H]2[C@@H]3CC[C@@H](C3)[C@H]2CN[C@H]1c1cn(Cc2ccccc2)c2ccccc12 returned S100A4 inh HTS -4, SIRT5 block 1, C2C12 statin 3, ERp5 block 2, PglD DTNB -3 and DENV2 CPE rescue -8.
`Cc1ccc(S(=O)(=O)Nc2ccc(-c3cn4ccc(C)cc4n3)cc2)cc1` gave S100A4 inh HTS -1, SIRT5 block -2, C2C12 statin 2, ERp5 block 6, PglD DTNB -16 and DENV2 CPE rescue 12.
Screening C=CCn1c(NCc2ccco2)nc2ccccc21 returned S100A4 inh HTS -2, SIRT5 block 0, C2C12 statin -15, ERp5 block 1, PglD DTNB 7 and DENV2 CPE rescue 6.
Screening O=[N+]([O-])c1ccc2c([N+](=O)[O-])ccc3c2c1CC3 returned S100A4 inh HTS 32, E-sel inducer -0.4, SIRT5 block 1, C2C12 statin 3, ERp5 block -5, PglD DTNB -2 and DENV2 CPE rescue 0.
Screening N/C(=N\OC(=O)c1ccc(=O)n(Cc2ccc(Cl)cc2)c1)c1ccccn1 returned S100A4 inh HTS 13, SIRT5 block -4, C2C12 statin 0, ERp5 block -5, PglD DTNB -2 and DENV2 CPE rescue 4.
Screening O=C(NC1CCCCC1)N[C@H]1CC[C@@H](CCNS(=O)(=O)c2ccc(Cl)cc2)O[C@@H]1CO returned S100A4 inh HTS 4, E-sel inducer 0.6, SIRT5 block 3, C2C12 statin 10, ERp5 block 5, PglD DTNB -1 and DENV2 CPE rescue -2.
For CC(=O)c1ccc(OCc2ccc(Oc3c(Cl)cccc3[N+](=O)[O-])cc2)cc1 the results were S100A4 inh HTS -1, E-sel inducer 0.0, SIRT5 block -2, ERp5 block 2 and DENV2 CPE rescue 0.
`CN1c2ccc(-c3ccccc3F)cc2[C@H]2[C@H](CCN2S(=O)(=O)c2ccc(F)cc2)[C@H]1CO` gave S100A4 inh HTS 3, E-sel inducer 0.3, SIRT5 block 3, C2C12 statin -7, ERp5 block 0, PglD DTNB -4 and DENV2 CPE rescue 65*.
For CC(=O)c1ccc(Nc2c([N+](=O)[O-])ccc3nonc23)cc1 the results were S100A4 inh HTS 3, E-sel inducer -0.2, SIRT5 block -27, C2C12 statin 2, ERp5 block 1, PglD DTNB -4 and DENV2 CPE rescue -2.
`C[C@@H]1CCCCO[C@@H](CN(C)Cc2ccccc2)[C@@H](C)CN([C@@H](C)CO)C(=O)c2cc(NC(=O)c3ccncc3)ccc2O1` gave S100A4 inh HTS 3, E-sel inducer -0.3, SIRT5 block 5, ERp5 block -3, PglD DTNB 5 and DENV2 CPE rescue -5.
For Cc1ccc(C(=O)CCC(=O)OCC(=O)Nc2nnc(-c3ccccc3)o2)cc1 the results were S100A4 inh HTS 0, E-sel inducer 6.4, SIRT5 block -2, ERp5 block 0 and DENV2 CPE rescue -5.
Screening COc1ccc(NC(=O)CN(C)C(=O)c2cc(-c3ccco3)nc3ccccc23)cc1 returned S100A4 inh HTS 12, E-sel inducer 0.0, SIRT5 block -9, C2C12 statin 5, ERp5 block 4, PglD DTNB 4 and DENV2 CPE rescue -8.
Screening COc1ccc(NC(=O)N(C)C[C@H]2Oc3c(NC(=O)c4nc5ccccc5s4)cccc3C(=O)N([C@@H](C)CO)C[C@@H]2C)cc1 returned S100A4 inh HTS 6, E-sel inducer 0.1, SIRT5 block -3, ERp5 block -7, PglD DTNB 2 and DENV2 CPE rescue 15.
For O=C(Nc1cc(S(=O)(=O)N2CCCCCC2)ccc1OCC(F)(F)F)c1cnccn1 the results were S100A4 inh HTS -4, SIRT5 block 0, C2C12 statin -5, ERp5 block 17 and DENV2 CPE rescue 1.
For O=C(/C=C/c1ccccc1)NC(=S)Nc1ccccc1 the results were S100A4 inh HTS -7, E-sel inducer -0.2, SIRT5 block -1, C2C12 statin -19, ERp5 block -5, PglD DTNB -6 and DENV2 CPE rescue 2.
